Source: PubChem BioAssay
Wee1 degr inh – inhibitors of human Wee1 degradation; P30291; HeLa Luc-Wee1K328M stability, luciferase luminescence; 100% = proteasome inhibitor MG132 effect; reporter increase, % at 5 µM; actives 1.2% (n = 220,000); AID 1321;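 active = activation above the mean of all tested compounds plus 3 SD, set per screening run, cut at about 8.8% in these data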;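 also: cells exposed to compound for 20 h before luminescence read; 0% = DMSO alone and 100% = MG132 at 30 µM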
Target sequence (P30291 whole entry K328M): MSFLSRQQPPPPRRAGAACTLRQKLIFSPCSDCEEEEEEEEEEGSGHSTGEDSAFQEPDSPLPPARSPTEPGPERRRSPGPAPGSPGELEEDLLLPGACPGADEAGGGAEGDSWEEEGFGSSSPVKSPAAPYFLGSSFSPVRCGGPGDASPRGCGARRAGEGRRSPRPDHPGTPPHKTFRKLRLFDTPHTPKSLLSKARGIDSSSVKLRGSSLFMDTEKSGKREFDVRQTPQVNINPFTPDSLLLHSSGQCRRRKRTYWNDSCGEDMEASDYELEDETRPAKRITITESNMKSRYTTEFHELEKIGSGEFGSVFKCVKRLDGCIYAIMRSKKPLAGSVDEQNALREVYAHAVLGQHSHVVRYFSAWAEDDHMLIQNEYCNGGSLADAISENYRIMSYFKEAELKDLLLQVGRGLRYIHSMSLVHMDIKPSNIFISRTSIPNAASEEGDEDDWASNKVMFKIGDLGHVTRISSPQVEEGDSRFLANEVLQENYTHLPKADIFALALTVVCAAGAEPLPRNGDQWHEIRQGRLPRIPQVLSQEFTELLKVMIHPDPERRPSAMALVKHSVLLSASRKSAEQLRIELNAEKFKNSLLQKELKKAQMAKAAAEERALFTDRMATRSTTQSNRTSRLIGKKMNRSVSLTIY
FXIa inh – inhibitors of human coagulation factor XIa; inhibition, % at 5 µM; actives 0.14% (n = 220,000); P03951; AID 798; purified FXIa, Boc-Glu-Ala-Arg-AMC fluorogenic substrate;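 active = inhibition of at least 40%; inactive = inhibition below 40%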;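 also: fluorescence of freed AMC excited at 355 nm; 0% = enzyme without compound and 100% = no enzyme blank; many of its hits are not listed in these tables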
FXIIa inh – blocks human coagulation factor XIIa protease activity. P00748. purified FXIIa, Boc-QGR-AMC fluorogenic substrate, 2 h. inhibition, % at 5 µM. actives 0.3% (n = 220,000). AID 800; in the data active = inhibition above about 40%;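 also: 0% = enzyme with no compound and 100% = blank without enzyme; many of its hits are not listed in these tables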
CHOP inhibitor – CHOP inhibition in unfolded protein response. CHO-K1 CHOP-promoter luciferase, tunicamycin-induced, 15-18 h. inhibition, % at 10 µM. actives 3.8% (n = 220,000). AID 2732;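 active = compounds that reduced the stress-induced luciferase reporter signal by more than about 70% of percent inhibition, limit read from the data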;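 also: 0% = tunicamycin plus vehicle and 100% = wells without tunicamycin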
zVAD death inh – L929 zVAD cell death inhibition; AID 1377; viability rescue, % at 10 µM; actives 0.38% (n = 220,000); L929 zVAD necroptosis rescue, ATP luminescence, 24 h; with zVAD 60 µM;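 active = activation, scaled between plate controls, above about 75%, limit read from the data; inactive = activation under that limit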;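 also: 0% = zVAD with DMSO and 100% = DMSO alone without zVAD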
TbHK1 inh – blocks Trypanosoma brucei hexokinase 1 activity. recombinant TbHK1, G6PDH-coupled NADH A340. inhibition, % at 10 µM. actives 0.11% (n = 220,000). AID 1430;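 active = inhibition of 50% or more in the single-dose primary screen; inactive = inhibition below 50%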
EP2 antag – inhibitors of human EP2 prostaglandin E2 receptor | C6 glioma cells expressing human EP2, cAMP TR-FRET; cells stimulated with saturating PGE2 | inhibition, % at 25 µM | actives 0.52% (n = 260,000) | AID 1422;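 active = percent inhibition above 40 after rounding to a whole number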;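 also: rat C6 glioma host cells with rolipram phosphodiesterase inhibitor present; the protocol text gives 20 µM as final concentration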
Target sequence (P43116 whole entry, looked up): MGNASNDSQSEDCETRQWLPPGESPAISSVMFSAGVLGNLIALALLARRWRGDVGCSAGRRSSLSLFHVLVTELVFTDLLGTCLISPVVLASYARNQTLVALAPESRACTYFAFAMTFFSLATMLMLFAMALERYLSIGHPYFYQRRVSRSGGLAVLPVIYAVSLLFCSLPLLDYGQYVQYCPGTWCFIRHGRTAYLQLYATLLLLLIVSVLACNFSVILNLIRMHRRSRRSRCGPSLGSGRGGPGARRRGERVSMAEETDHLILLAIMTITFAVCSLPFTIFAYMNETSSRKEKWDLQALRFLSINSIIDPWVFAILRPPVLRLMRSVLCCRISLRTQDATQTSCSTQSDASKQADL
TNF necrop inh – blocks TNF-alpha induced death of Jurkat FADD-/- cells. Jurkat FADD-/- TNF necroptosis rescue, ATP luminescence, 24 h; 0 = TNF only, 100 = no-TNF cells. actives 0.068% (n = 220,000). AID 463075. activation (protection from cell death), % at 10 µM;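 active = activation, meaning protection from cell death, of at least 50% relative to plate controls; inactive = activation below 50%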;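 also: necroptosis triggered by 40 ng/mL TNF-alpha added together with compound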
PPC-1+TRAIL kill – PPC-1 cancer cell killing with TRAIL present; PPC-1 cells + TRAIL, ATPLite viability luminescence; cell killing (% activity), % at 4 µM; actives 0.41% (n = 220,000);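 active = cell killing above 50% in the first pass at 4 µM, then a duplicate retest at 5 µM averaging 50% or more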;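 also: plate controls were cells with TRAIL plus DMSO for no effect and medium-only wells lacking cells for full effect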
Numbers without * were called inactive; . = not tested or not shown; & = joins results of further samples. An excerpt (hit frequency here may not be typical).

SMILES	Wee1 degr inh	FXIa inh	FXIIa inh	CHOP inhibitor	zVAD death inh	TbHK1 inh	EP2 antag	TNF necrop inh	PPC-1+TRAIL kill
O=C(NCCCn1ccnc1)C(=O)NCC1OCCN1S(=O)(=O)c1ccccc1 (stereo not given)	8	5	8	-39	0.7	-8	4	-0.1	3
C/C(=N\Nc1nc2ccccc2s1)c1cccs1	3	-7	10	8	2.3	-8	11	6.6	43
CCCOC(=O)c1ccc(NC(=O)c2cc(OC)c(OC)c(OC)c2Br)cc1	1	-3	7	-17	0.0	0	4	-3.2	20
NS(=O)(=O)c1ccc(NC(=S)N2CCN(S(=O)(=O)c3ccc(F)cc3)CC2)cc1	-1	-2	4	1	0.2	5	3	4.3	31
S=C(Nc1ccccc1Cl)NC1CCC(NC(=S)Nc2ccccc2Cl)CC1 (stereo not given)	-1	-2	2	34	0.0	-12	4	1.0	-10
O=C(Nc1cccc(Cl)c1Cl)c1ccc(-c2ccccc2)cc1	4	-1	10	26	0.0	-9	.	-1.5	18
Fc1ccccc1Cc1noc(CN2CCN(Cc3ccc4c(c3)OCO4)CC2)n1	-3	-2	7	12	-0.3	-16	1	0.9	0
COc1ccc(N=C2SC(C(N)=O)CC(=O)N2Cc2ccc3c(c2)OCO3)cc1 (stereo not given)	0	0	5	-4	0.7	-15	3	0.1	8
COC(=O)C1=C(C)NC(=O)/C1=C\c1cc(C)n(-c2cc(C)cc(C)c2)c1C	4	-10	-10	-17	0.2	-19	6	-1.0	9
CCOc1cc(-c2nc(-c3ccncc3)no2)cc(OCC)c1OCC	2	0	7	17	0.0	1	10	-3.7	22
Cc1ccc2oc(=O)cc(/C=C/c3ccccc3)c2c1	-1	7	8	76*	-0.2	-8	12	1.2	-32
Cc1cccc(CN2CCC(CNC(=O)CSc3cc(=O)n(C)c4cc(Cl)ccc34)CC2)c1	-1	-1	12	3	-0.8	-5	4	-3.4	4
Nc1nnc(-c2cccc(F)c2)s1	-2	-4	5	-5	0.5	6	8	0.3	0
Cc1ccc(N(C)C(=O)N2CCN(c3ccccn3)CC2)cc1	-1	-4	5	6	0.0	-7	10	-2.1	-3
O=C(Cc1ccccc1)Nc1ccccc1Oc1ccccc1	-1	6	10	18	0.6	1	10	0.2	-1
O=c1n(Cc2ccc(Cl)cc2)c2sc3c(c2c2ncnn12)CCCC3	0	1	16	59	-0.2	4	15	-3.5	3
CC1CCCN(CC(=O)Nc2ccc(S(=O)(=O)N3CCCCCC3)cc2)C1 (stereo not given)	4	2	18	42	1.0	0	8	2.6	-4
COc1ccc(OC)c(C2CC(=O)N3CN(c4ccccc4F)CSC3=C2C#N)c1 (stereo not given)	-3	-4	5	21	0.2	-7	2	2.3	-4
O=C(NCCCN1CCOCC1)c1ccc2c(c1)N(Cc1ccccc1)CCS2	2	-4	-8	19	0.4	-20	9	1.5	5
CCNC(=S)Nc1cc(C(=O)N2CCCC2)ccc1N1CCCC1	-1	11	9	1	0.4	-3	8	0.3	5
COC(=O)c1ccc(NC(=S)NCCC2=CCCCC2)cc1	-2	0	0	8	0.2	-6	13	-2.6	16
Cc1ccc(-c2onc3ccc(C=O)cc23)cc1	-1	3	16	-12	-0.6	-15	26	-5.0	-7
COC(=O)N/N=C/c1cc(Cl)c(OCc2ccccc2F)c(OC)c1	-1	-1	4	20	-0.1	-3	10	-1.5	16
O=C(Nc1ccc(CN2CCOCC2)cc1)c1cccs1	-1	1	9	25	-0.7	2	5	-0.2	18
O=C(Nc1nnc(SCc2c(Cl)cccc2Cl)s1)c1ccc2ncsc2c1	-2	6	11	-4	-0.3	2	8	-0.4	-2
O=C(CCc1ccc(S(=O)(=O)N2CCCCC2)cc1)c1nnc(-c2ccccc2)o1	5	-15	6	-10	0.0	-1	7	2.4	17
Cc1ccc(Nc2nc(N)c([N+](=O)[O-])c(N3CCOCC3)n2)cc1	0	-9	-4	51	1.2	-12	7	1.0	-2
C=CCn1c(=N)c(C(=O)NCCCOC)cc2c(=O)n3ccccc3nc21	0	-9	-9	-19	-0.4	-16	15	-2.7	-7
CCC(=O)Nc1sc(C(=O)Nc2ccccc2)c(C)c1C(=O)OC	-2	-1	6	11	20	0	11&2	0.7	22
CNS(=O)(=O)c1ccc2c(c1)NC(=O)C1CCCN21 (stereo not given)	-1	-3	3	-6	1.3	-11	8	2.2	-6

Gathered by group, the entries above containing an aryl methoxy group.
SMILES	Wee1 degr inh	FXIa inh	FXIIa inh	CHOP inhibitor	zVAD death inh	TbHK1 inh	EP2 antag	TNF necrop inh	PPC-1+TRAIL kill
CCCOC(=O)c1ccc(NC(=O)c2cc(OC)c(OC)c(OC)c2Br)cc1	1	-3	7	-17	0.0	0	4	-3.2	20
COc1ccc(N=C2SC(C(N)=O)CC(=O)N2Cc2ccc3c(c2)OCO3)cc1 (stereo not given)	0	0	5	-4	0.7	-15	3	0.1	8
COc1ccc(OC)c(C2CC(=O)N3CN(c4ccccc4F)CSC3=C2C#N)c1 (stereo not given)	-3	-4	5	21	0.2	-7	2	2.3	-4
COC(=O)N/N=C/c1cc(Cl)c(OCc2ccccc2F)c(OC)c1	-1	-1	4	20	-0.1	-3	10	-1.5	16

Going on with the list:
SMILES	Wee1 degr inh	FXIa inh	FXIIa inh	CHOP inhibitor	zVAD death inh	TbHK1 inh	EP2 antag	TNF necrop inh	PPC-1+TRAIL kill
Cc1ccc(N(CC(=O)NCc2cccs2)S(=O)(=O)c2cccs2)cc1	0	-1	10	31	0.3	1	17	-1.1	2
CCCCCn1cnc2c(=S)nc(N)[nH]c21	-1	0	4	-16	0.7	-52	8	-0.3	10
O=C(/C=C/c1c(Cl)cccc1Cl)NCCc1ccccc1	3	2	8	14	0.9	-2	11	-1.5	14
NC(=O)C1(N2CCCCC2)CCN(Cc2ccccc2Cl)CC1	1	5	15	17	.	0	4	1.5	1
Cc1ccc(C2C3=C(CC(C)(C)CC3=O)N(CCN3CCOCC3)C3=C2C(=O)CC(C)(C)C3)cc1	-2	1	11	9	-0.5	-17	16	-1.1	19
COc1cccc(N2C(=O)CC(NNc3nc4ccccc4s3)C2=O)c1 (stereo not given)	-3	18	14	-6	0.9	-8	6	1.3	19
CN(NC(=O)COc1ccccc1)c1ccccc1	-1	11	10	6	0.4	1	4	-0.9	-1
CCCNC(=O)COc1ncnc2sccc12	-1	10	13	-8	-0.6	6	6	0.3	49
COc1ccccc1N1CCN(C(=O)c2cc(-c3ccc(C)cc3)on2)CC1	1	-2	13	34	0.8	-6	-3	-1.6	-23
O=C(CN1C(=O)NC2(CCCCCCC2)C1=O)N1CCc2ccccc2C1	0	-10	3	-13	1.7	0	15	-0.6	10
Cc1c(NC(=O)CSc2nnc3c4ccccc4n(CCc4ccccc4)c3n2)c(=O)n(-c2ccccc2)n1C	-2	-13	-11	8	-0.3	-14	7	-20	11
COc1ccc(C(=O)N/N=C/c2sc3ccccc3c2O)cc1	0	8	16	24	3.6	0	12	-8.0	38
O=C(NCc1n[nH]c(=S)n1-c1ccc(F)cc1)c1ccco1	-2	5	5	1	-0.7	1	8	-1.0	9
CC(C)c1ccc(CN(C)CC(O)c2ccccc2)cc1 (stereo not given)	-4	8	4	5	1.0	9	5	1.3	-2
COc1ccc2c(c1)sc(=N)n2C	3	5	9	11	0.1	-3	4	-1.9	-3
CC1CN(C(=O)c2cn3ccccc3n2)CC(C)O1 (stereo not given)	-2	4	10	5	2.2	-1	3	1.0	-1
CC(C)(C)OC(=O)NC(CO)c1cn([C@@H](Cc2cc3ccccc3[nH]2)C(=O)N2CCN(C(=O)OC(C)(C)C)CC2)nn1 (stereo not given in full)	3	0	6	6	0.5	-9	.	0.9	8
C=CCc1cccc2cc(NC(C)=O)c(=O)oc12	0	-11	-1	12	0.1	-15	15	-1.5	-2
O=C(CSCc1ccccc1)Nc1ccc(Cl)cn1	-1	1	10	0	0.3	4	11	3.7	17
CCN(CC)S(=O)(=O)c1ccc(N2CCOCC2)c(NC(=O)C(=O)c2c(-c3ccccc3)cc3ccccn23)c1	3	-2	1	10	-0.1	-2	1	-3.0	-2
CCOc1ccc(NC(=O)CCCCn2c(=O)[nH]c3ccsc3c2=O)cc1	6	-9	7	-9	1.0	3	6	0.7	13
O=C(C1=C[C@@H](c2csc3ccccc23)C[C@@H](OCc2ccc(CO)cc2)O1)N1CCN(Cc2ccc3c(c2)OCO3)CC1	2	3	13	31	0.2	-10	.	-2.6	1
CC(=O)c1sc(NC(=O)c2ccccc2)nc1-c1ccccc1	3	3	13	18	1.6	-11	13	0.5	24
CCc1cccc(C)c1NC(=S)N(CCOC)C(C)c1ccco1 (stereo not given)	-1	-4	7	21	-0.6	3	3	-2.9	7
O=C1C(Cl)=C(N2CCN(Cc3ccccc3)CC2)C(=O)N1Cc1ccccc1	-3	0	3	46	0.8	2	8	-0.2	2
COc1ccc(N2C(=O)c3ccccc3NC23C(=O)N(C)c2ccccc23)cc1 (stereo not given)	0	1	5	11	0.0	-9	7	-1.1	2
CN(C)c1ccc(CC(=O)c2nc3ccccc3s2)cc1	0	-2	6	11	1.4	-9	5	-2.5	4
CCCn1c(C)cc(C(=O)COc2ccc(-c3nnco3)cc2)c1C	-1	5	11	17	65	-1	6	-5.2	-4
CN1CCC(=NNC(=O)C(=O)NCc2ccccc2)CC1	1	-1	9	20	0.3	2	-1	-3.3	-4
CC(=O)Nc1ccccc1OCCOc1ccc(Br)cc1	4	-4	4	16	0.9	-3	6	-4.2	34
Cc1cccc(-n2c(SCc3ccc(C#N)cc3)nnc2-c2c[nH]c3ccccc23)c1	2	-9	-2	20	0.0	28	8	2.0	5
Cc1csc(/N=C/c2ccc([N+](=O)[O-])cc2)n1	4	-4	6	25	0.0	8	4	0.5	10
CCOc1ccc(NC(=O)[C@@H](NC(=O)c2ccccc2Br)C(C)C)cc1	-1	-7	-6	11	0.0	-8	13	-1.3	15
COc1ccc(-c2[nH]nc3c2C(c2ccsc2)C(C#N)=C(N)O3)cc1 (stereo not given)	-3	-3	-1	-4	0.6	-2	12	-7.0	19
Cc1nnc(SCC(=O)Nc2sc3c(c2C(=O)c2ccccc2)CCCC3)s1	6	-1	-18	59	-0.8	32	6	1.3	-11
CC(C)C1C(C#N)=C(N)SC(N)=C1C#N	0	1	7	-4	1.7	2	7	-0.3	-4
O=C(Nc1nc(-c2ccc(S(=O)(=O)N3CCCCCC3)cc2)cs1)c1cccs1	-1	6	6	.	-1.0	-1	16	-6.5	-14
O=[N+]([O-])c1cc(S(=O)(=O)N2CCCCC2)ccc1NCc1cccc(Cl)c1	0	6	12	25	1.6	1	6	3.4	18
CC(C)c1nnc(SCC(=O)Nc2ccc3c(c2)OCO3)n1C	1	23	31	0	-0.3	4	9	-0.1	6
O=C(NCC(c1ccc(F)cc1)N1CCOCC1)c1cc(F)c(F)c(F)c1F (stereo not given)	0	-7	.	-6	2.5	2	8	-3.2	10
O=C(CCCO)NC1Cc2ccccc2C1	-2	-3	7	-2	0.5	-8	15	-0.2	8
CNC(=S)NNC(=O)Cc1ccc(OC)cc1	3	6	4	3	0.0	-6	7	0.0	24
Cc1cccc(Cc2c(C)nc3nc(SCC(=O)O)nn3c2C)c1	-1	-1	7	11	-0.5	1	10	1.6	-3
CCC(=O)Nc1ccc(NC(=S)Nc2ccccc2)cc1	3	-2	5	-9	3.1	-2	5	2.8	19
Nc1nnc(SCc2ccc(F)cc2Cl)s1	3	1	15	-19	1.2	1	8	1.0	-16
CCCCn1c(SCC(=O)N2CCN(c3ccccc3)CC2)nc2ccsc2c1=O	1	-4	6	31	0.1	7	6	0.0	24
Cc1ccc(C(C)(C)C)cc1S(=O)(=O)NC(=O)c1ccccc1	7	-7	4	3	0.1	-5	11	0.4	7
COc1ccccc1N/C=C/c1onc(C)c1[N+](=O)[O-]	4	1	11	56	-0.2	-4	2	-5.0	33
